Screening results from PubChem.
ALOX12 inh: inhibitors of human 12S-lipoxygenase ALOX12. P18054. purified 12hLO, xylenol orange hydroperoxide absorbance. Potency, µM (series often up to 108 µM), inactives show top-dose activity change, negative = inhibition, actives largely listed as inhibitors. 580,000 compounds, 1.1% hits; also: potency is read from the fitted curve at half-maximal effect; % is scaled to controls: 0 for no effect and ±100 for the full control effect
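Purified human 12hLO (150 nM final) in 25 mM Hepes, 0.01% Triton X-100, pH 7.0 was preincubated 15 min at room temperature with compound. Then 40 uM arachidonic acid was added, 30 min. Hydroperoxide was read by Fe-XO absorbance ratio 573/405 nm.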
G9a inh: blocks human histone lysine methyltransferase G9a; Q96KQ7; G9a H3K9 monomethylation, AlphaScreen, 2 h; Potency, µM (highest dose often 102 µM), for the others: top-dose activity, negative = inhibition, hits mostly inhibitors; 350,000 compounds, 8.8% hits; AID 504332; also: potency is read from the fitted curve at half-maximal effect; % is scaled to controls: 0 for no effect and ±100 for the full control effect; nearly all actives have a fitted effect of over 75% in size
Target sequence (Q96KQ7 913-1193 limits assumed): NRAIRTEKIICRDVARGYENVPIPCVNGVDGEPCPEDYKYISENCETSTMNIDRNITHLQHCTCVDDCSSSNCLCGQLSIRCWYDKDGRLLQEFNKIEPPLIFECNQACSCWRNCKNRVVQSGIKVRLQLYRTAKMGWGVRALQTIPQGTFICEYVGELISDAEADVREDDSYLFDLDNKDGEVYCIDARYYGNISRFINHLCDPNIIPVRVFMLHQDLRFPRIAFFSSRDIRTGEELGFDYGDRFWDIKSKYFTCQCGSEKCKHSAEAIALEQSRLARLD
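Enzyme 20 nM + cpd, 15 min RT; add b-H3K9 pep 500 nM / SAM 20 uM; 2 h RT; anti-H3K9me1 Ab 0.5 ug/mL + SA donor / anti-rabbit acceptor beads 20 ug/mL each, 10 min; AlphaScreen read.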
HP1b binding inh: HP1-beta chromodomain-methylated histone interaction inhibition; P83916; AlphaScreen HP1-beta / biotin-H3K9me3 peptide binding; Potency, µM (titrated, usually from 114 µM), inactives show top-dose activity change, negative = inhibition, most hits filed as inhibitors; 390,000 compounds, 0.56% hits; also: potency is read from the fitted curve at half-maximal effect; nearly all actives have a fitted effect of over 70% in size; inactives centre near 23
Target sequence (P83916 whole entry, looked up): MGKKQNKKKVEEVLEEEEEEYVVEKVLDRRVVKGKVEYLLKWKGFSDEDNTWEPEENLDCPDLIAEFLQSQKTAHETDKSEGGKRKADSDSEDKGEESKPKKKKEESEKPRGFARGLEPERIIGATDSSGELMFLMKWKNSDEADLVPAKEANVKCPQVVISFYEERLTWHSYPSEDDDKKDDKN
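Compound inhibition of the preformed complex between 50 nM HP1-beta and 50 nM biotinylated H3K9me3 peptide was read by AlphaScreen. Buffer was PBS pH 7.4 with 0.01% Tween-20. Incubations ran 30 min at room temperature, with 10 ug/mL donor/acceptor beads.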
PI4K2A inh: blocks human PI4K2A kinase activity; purified PI4K2A, ADP-Glo luminescence, 1 h; active compounds read low; activity change, negative = inhibition, % at 76.9 µM; 420,000 compounds, 0.13% hits; AID 1346378; in the data active = activity change below about -50%; inconclusive = mostly about -30% to -49%;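 also: -100% = wells without enzyme as full effect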
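In this quantitative HTS, ADP production by PI4K2A was quantified luminescently after 1 h at ambient temperature; 100 microM adenosine served as plate-quality control.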
BAZ2B block: BAZ2B (human) inhibition | Q9UIF8 | 360,000 compounds, 4.4% hits | AlphaScreen BAZ2B-H3K14Ac peptide displacement | AID 504333 | Potency, µM (series often up to 114 µM), inactives show at the top dose activity change, negative = inhibition, most hits filed as inhibitors; also: potency is read from the fitted curve at half-maximal effect; % is scaled to controls: 0 for no effect and ±100 for the full control effect; nearly all actives have a fitted effect of over 60% in size
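In this displacement format the biotinylated H3(5-23) peptide acetylated at Lys14 serves as ligand at 50 nM, with BAZ2B at 50 nM in PBS pH 7.4 containing 0.01% Tween-20. Donor and acceptor beads are 10 ug/mL final.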
GLS inhibitor: glutaminase GLS (human) inhibition; O94925; GLS enzymatic activity, qHTS titration; Potency, µM (top dose mostly 45.5 µM), for inactives: at the highest dose activity change, negative = inhibition, hits mostly inhibitors; 410,000 compounds, 0.21% hits; AID 624170; also: potency is read from the fitted curve at half-maximal effect; % is scaled to controls: 0 for no effect and ±100 for the full control effect
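hKGA in 45 mM KH2PO4 pH 8.2, 0.02% Tween-20 with pin-transferred compounds; 1 mM L-glutamine (stock) plus glutamate oxidase/HRP/Amplex Red coupling added. Fluorescence read initially and after 30 min at RT.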
ERG-DNA inh: inhibitors of human ERG Ets domain-DNA interaction | P11308 | fluorescence polarization, His-ERG Ets domain / labelled DNA | Potency, µM (top dose mostly 76.9 µM), without a hit: top-dose FP activity, negative = inhibition, most hits filed as inhibitors | 370,000 compounds, 0.028% hits; active = well fitted inhibition curve with a large enough effect in the polarisation, with a control signal flat; inconclusive = small, poorly fitted or top-dose-only effect, or effect the other way, or a change in a side signal; inactive = no such curve, though single readings can be large or run the other way; the % refers to the polarisation;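 also: polarization taken with two DNA probes labelled with fluorescein and Texas red; potency is read from the fitted curve at half-maximal effect; % of control where 0% means no effect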
Target sequence (P11308 whole entry, looked up, the tested form may be a part): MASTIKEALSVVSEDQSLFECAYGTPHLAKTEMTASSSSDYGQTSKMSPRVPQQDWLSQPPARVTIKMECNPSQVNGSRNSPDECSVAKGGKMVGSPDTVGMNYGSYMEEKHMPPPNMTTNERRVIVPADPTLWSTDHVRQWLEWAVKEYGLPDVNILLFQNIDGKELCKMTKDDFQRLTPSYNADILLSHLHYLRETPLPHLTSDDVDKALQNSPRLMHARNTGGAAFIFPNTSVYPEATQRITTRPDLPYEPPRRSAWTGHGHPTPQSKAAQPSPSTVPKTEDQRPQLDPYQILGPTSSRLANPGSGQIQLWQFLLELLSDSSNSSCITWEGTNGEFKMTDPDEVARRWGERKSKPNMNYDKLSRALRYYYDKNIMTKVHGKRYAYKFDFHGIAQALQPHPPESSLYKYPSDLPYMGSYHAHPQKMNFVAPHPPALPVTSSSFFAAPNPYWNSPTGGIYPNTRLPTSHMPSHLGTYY
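His-tagged ERG Ets domain (1 uM in the protein solution; 300mM KCl, 50mM Tris-HCl, 1mM EDTA, 1mM DTT, pH 7.5) received compound, then a probe mix of 5 nM fluorescein-DNA and 100nM Texas-615-DNA. Fluorescence polarization was read for both dyes.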
RGS4 inhibitor: inhibitors of human regulator of G protein signaling 4; 390,000 compounds, 0.039% hits; Transcreener GDP fluorescence polarization, RGS4-accelerated GTP hydrolysis; Potency, µM (highest dose often 114 µM), for the others: at the highest dose activity change, negative = inhibition, actives largely listed as inhibitors; P49798; also: potency is read from the fitted curve at half-maximal effect; % is scaled to controls: 0 for no effect and ±100 for the full control effect; nearly all actives have a fitted effect of over 75% in size; some results filed as inactive show a strong effect at the top dose
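MLSMR compounds (23 nl, pin-transferred) preincubated 10 min at room temperature with a 500nM (2x) first reagent, then RGS4 at 900nM (2x) plus Transcreener GDP mix added; fluorescence polarization (620/688 nm) read before and after 90 min at 30 °C.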
JMJD2A Tudor: inhibitors of human JMJD2A Tudor domain | O75164 | AlphaScreen JMJD2A-Tudor / H3K4me3 peptide binding | Potency, µM (highest dose often 114 µM), for inactives: top-dose activity change, negative = inhibition, most hits filed as inhibitors | 390,000 compounds, 4.4% hits; also: potency is read from the fitted curve at half-maximal effect; % is scaled to controls: 0 for no effect and ±100 for the full control effect; nearly all actives have a fitted effect of over 50% in size
* marks the source's active call; other numbers are inactive results; i = inactive; u = inconclusive; x = not tested or not shown; & = joins results of further samples; [ ] = another dose, or the depositor's remark. Unless noted, calls follow the shape of the dose curve; as a rule, active = well fitted curve in the direction sought with a large enough effect; inconclusive = small, poorly fitted or top-dose-only effect, or another doubt; inactive = no such curve, though single readings can be large; an effect the other way counts as inactive or inconclusive.

SMILES | ALOX12 inh | G9a inh | HP1b binding inh | PI4K2A inh | BAZ2B block | GLS inhibitor | ERG-DNA inh | RGS4 inhibitor | JMJD2A Tudor
O=C(CSCc1ccccc1)N/N=C/c1ccccc1OCc1ccccc1 | -13%[57.4 µM] | -26% | 18% | 1 | 29% | -4% | x | -13% | -22%
CC(=O)c1ccccc1OCC(O)CNC1CCCC1 (stereo not drawn) | 1% | x | 35% | 7 | -5% | -18% | 7% | 1% | 7%
CC(=O)c1cccc(NC(=S)NC(=O)CC(C)C)c1 | -15% | -2%[12.7 µM] | 33% | 4 | 5% | 11% | -4% | -2% | -14%
COC(=O)C1=C(N)N(c2ccc(F)cc2)C2=C(C(=O)CCC2)C1c1ccc2c(c1)OCO2 (stereo not drawn) | u | 12%[12.7 µM] | 35% | -6 | 2% | -5% | -10% | 0% | -8%
c1cnc2ccc3ncccc3c2c1 | u | u | 54%[activator] | 3 | -17% | -1% | 4% | 12%[11.4 µM] | -7%[11.4 µM]
Cc1ccc(S(=O)(=O)NCc2n[nH]c(=S)n2C)cc1 | -74% | 32µM* | 23% | -4 | 6% | 21% | -2% | 18% | 7.9µM*
COc1ccc(NC(=O)c2cc3c(s2)-c2c(C)cccc2OC3)c(OC)c1 | -11% | 27%[59 µM] | 47%[activator] | 4 | -5% | -1% | 7% | -10% | 4%
CCCCOc1ccc(C(C)NC(=O)c2cccc(Nc3nc4ccccc4n4nnnc34)c2)cc1 (stereo not drawn) | -17% | -13%[59 µM] | 25% | -2 | 2% | -2% | -7% | -8% | -22%
C[C@@]12CC(=O)NC1N(C(=O)c1cccc(C(F)(F)F)c1)C(c1ccccc1O)C2 (stereo partly drawn) | 9% | -1%[59 µM] | 16% | -4 | -2% | 29% | -7% | 10% | -3%
CCSc1nnc(-c2cccnc2)n1-c1ccc(Cl)c(C)c1 | -17% | u | 18% | 2 | 6% | 2% | -4% | -11% | -14%

Molecules shown so far that contain fluorine:
SMILES | ALOX12 inh | G9a inh | HP1b binding inh | PI4K2A inh | BAZ2B block | GLS inhibitor | ERG-DNA inh | RGS4 inhibitor | JMJD2A Tudor
COC(=O)C1=C(N)N(c2ccc(F)cc2)C2=C(C(=O)CCC2)C1c1ccc2c(c1)OCO2 (stereo not drawn) | u | 12%[12.7 µM] | 35% | -6 | 2% | -5% | -10% | 0% | -8%
C[C@@]12CC(=O)NC1N(C(=O)c1cccc(C(F)(F)F)c1)C(c1ccccc1O)C2 (stereo partly drawn) | 9% | -1%[59 µM] | 16% | -4 | -2% | 29% | -7% | 10% | -3%

(listing goes on)
SMILES | ALOX12 inh | G9a inh | HP1b binding inh | PI4K2A inh | BAZ2B block | GLS inhibitor | ERG-DNA inh | RGS4 inhibitor | JMJD2A Tudor
Cc1cc(C)nc(SCC(=O)N/N=C/c2cccc([N+](=O)[O-])c2)n1 | -19% | -23% | -24% | -3 | 5% | u | 10% | u | 40µM*
COc1ccc(C)cc1NC(=O)CCc1ccc(S(=O)(=O)N2CCOCC2)cc1 | 21% | 13%[59 µM] | 27% | -2 | 1% | 1% | -6% | 7% | -13%
Cc1cc(SCC(=O)c2cccs2)n2nc(C)c(-c3ccc(Cl)cc3)c2n1 | 9% | 31%[59 µM] | 27% | 0 | 20% | 7% | -3% | -6% | -15%
O=C1CCCC(O)=C1C=NCc1ccccc1 | 8% | 15% | 33% | -8 | -16% | -2% | 15% | -22% | 5%
O=C(c1ccccc1)N1CCN(c2ccc([N+](=O)[O-])c(NCc3cccnc3)c2)CC1 | -11% | 22%[59 µM] | u | -4 | -31% | 6% | 2% | 20% | u
OC(CNCCc1ccccc1)COc1ccc(OCC(O)CNCCc2ccccc2)cc1 (stereo not drawn) | 0% | x | 12% | -13 | -22% | 2% | 8% | -12% | u
Cc1ccc2c(c1)N(CC(=O)c1cccc(Cl)c1)C(=O)C(C)O2 (stereo not drawn) | 10% | 30% | 5% | 6 | 5% | 6% | -1% | 18% | -4%
CCC(=O)C1=C(c2ccccc2)N(C(=O)CC)n2c(nnc2C2CCCCC2)S1 | -1% | 3%[59 µM] | 25% | -4 | -1% | 3% | 0% | -6% | -3%
COc1ccc(-c2cc(C(F)(F)F)nc(NCc3cccs3)n2)cc1 | 6% | 133%[activator] | 125%[activator] | 2 | 64%[activator] | -5% | -6% | -28% | 13%
Cc1cc(OCC(=O)N(C(C)C)C(C)C)ccc1Cl | -6% | -27% | 46%[activator] | -1 | -19% | -3% | -7% | -11% | 11%
COc1ccc(NC(=O)COC(=O)CC2CCCC2)cc1 | 2% | x | 8% | -2 | x | 0% | -6% | 20% | -13%
O=C(NNS(=O)(=O)c1ccccc1)C(O)(c1ccccc1)c1ccccc1 | -20% | 7%[59 µM] | 26% | 5 | 4% | 31%[activator] | -4% | 28% | u
Cc1cc(Br)ccc1SCC(=O)N1CCN(S(=O)(=O)c2ccccc2)CC1 | -28% | 54%[activator] | 46%[activator] | -5 | -3% | 3% | 65%[activator] | -45% | -41%
COCC(C)N=C1NN=C(c2ccc(NC(C)=O)cc2)CS1 (stereo not drawn) | 5% | 11µM* | 20% | -7 | u | -1% | 7% | 30% | -17%
CN(CC(=O)NCc1ccc(F)cc1)CC(=O)Nc1ccc(Cl)c(C(F)(F)F)c1 | -29% | x | 29% | -4 | 0% | -2% | 12% | 33% | -10%
O=C(O)CSc1nc(-c2cccs2)cc(C(F)(F)F)n1 | -8% | 2% | 12% | 2 | -2% | 8% | -2% | 27% | 5%
C=CCOc1cccc(C2/C(=C(/O)c3ccc(F)cc3)C(=O)C(=O)N2CCN2CCOCC2)c1 (stereo not drawn) | -3% | u | -3% | 5 | 3% | 2% | 4% | -31%[11.4 µM] | -5%[11.4 µM]
CN(C)CCn1ccc(O)c(Cc2ccc(Cl)cc2)c1=O | 0% | 4% | 24% | 1 | -3% | 15% | 6% | 5% | -8%
O=C(CCNC(=O)C1CCN(S(=O)(=O)c2ccccc2)CC1)NCCc1cccc(F)c1 | 2% | 66%[activator] | 48%[activator] | 2 | 1% | -5% | -19% | 0% | -25%
CCCc1sc(N)nc1-c1ccc(Cl)cc1 | u | 45µM* | -2% | -6 | -37% | 3% | 8% | 2% | -35%
COc1ccc(-c2nnc(SCC(=O)NCc3ccccc3)nc2-c2ccc(OC)c(OC)c2)cc1OC | u | u | 11% | -3 | u | 8% | 10% | 24% | -30%
COc1ccc(/C=C/C(=O)N[C@H](C(=O)O)C(C)C)cc1 | 13% | 9% | 46%[activator] | 0 | x | 7% | -2% | -19% | 5%
O=C(Cc1ccccc1)N/N=C/c1cc2c(cc1Cl)OCO2 | -5% | 4%[59 µM] | 24% | -2 | 2% | 1% | -4% | -2% | -15%
CCN(CC)CCCNC(=O)c1cc2c(=O)n(C)c3ccccc3c2n1C | i | u | 48%[activator] | 18 | 4% | -5% | -6% | -5% | -8%
COc1cc(NC(=O)c2cc3sccc3n2C)cc(OC)c1 | u | u | 21% | 1 | u | -2% | -3% | -50% | -33%
O=C(O)C1C2C=CC3(CN(Cc4ccco4)C(=O)C13)O2 (stereo not drawn) | 274%[activator] | u | 42%[activator] | -4 | 6% | -4% | 3% | -18% | -6%
O=C(NCc1ccccc1Cl)C1CCC(=O)N(CCCN2CCCC2=O)C1 (stereo not drawn) | 61%[activator] | x | 9% | 2 | 0% | -3% | -1% | 7% | -8%
Cc1cc(C)c(Cn2c3ccccc3c3cnn(CC(=O)NCc4cccs4)c(=O)c32)c(C)c1 | u | 12%[59 µM] | 22% | -2 | 1% | 0% | -11% | -29% | -16%
O=C(CCN1CCN(CCO)CC1)Nc1ccc(F)c(F)c1 | 0% | 23%[59 µM] | 30% | -4 | 0% | 7% | 9% | 28% | -4%
COc1cc(C)ccc1OCCOCCOc1ccc([N+](=O)[O-])cc1 | 22% | u | 23% | 8 | -4% | -2% | 6% | 5% | -21%
CCn1c(=O)c(C)nn2c3ccccc3nc12 | 151%[activator] | -13%[59 µM] | 45%[activator] | 9 | -14% | 8% | -7% | -5% | -8%
O=C(c1ccc(-c2cccc(C(F)(F)F)c2)o1)N1CCCC(C(F)(F)F)C1 (stereo not drawn) | -16% | u | 23% | 0 | -33% | -3% | -5% | -18% | 22%
O=C(Nc1nc2c(s1)C(=O)CCC2)c1ccccc1 | -2% | 9%[59 µM] | 18% | -28 | 7% | 1% | 2% | 17% | 1%
O=[N+]([O-])c1ccccc1/C=N/N1CCN(c2ccccn2)CC1 | 15% | u | -11% | 0 | 13µM* | 5% | -1% | -8%[11.4 µM] | u
Cc1cc(C)c(S(=O)(=O)N2CCCC(C(=O)NCc3ccncc3)C2)c(C)c1 (stereo not drawn) | x | x | 14% | 2 | 0% | 0% | 1% | 3% | -15%
COCCN(C(=O)CN1CCc2ccccc21)c1c(N)n(Cc2ccccc2)c(=O)[nH]c1=O | u | u | 46%[activator] | -7 | -1% | 5% | 24% | -3% | -9%
Cc1nc(SCc2ccc(Cl)cc2)c(C#N)c(C)c1Cl | -10% | 21%[59 µM] | 161%[activator] | 2 | 3% | -1% | -3% | 22% | 133%[activator]
COc1ccc(N2CC(NC(=O)c3cccs3)CC2=O)cc1OC (stereo not drawn) | 15%&-11% | -3%[59 µM] | 17% | 3 | -10% | 9% | 0% | -14% | -7%
O=[N+]([O-])c1cccc(C([O-])=C(C(=S)Nc2cccc3ccccc23)[n+]2ccccc2)c1 | -37% | x | u | -8 | x | -5% | -5% | -21% | u

The list is partial (hit frequency here may not be typical).
